TEAD-YAP block: TEAD-YAP interaction inhibition. HEK-TIYL cells, TEAD-Gal4/YAP UAS-luciferase luminescence. inhibition, % at 9.12 µM. 640,000 tested, 1.4% active; in the data active = inhibition above about 32%;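 also: 0% = median of test compound wells and 100% = reference inhibitor wells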
MITF inh: blocks human microphthalmia-associated transcription factor. AlphaScreen MITF homodimerization, bead proximity signal. inhibition, % at 2.6 µM. 650,000 tested, 0.91% active. AID 1259374; in the data active = inhibition above about 50%;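 also: 0% = vehicle wells with protein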
FBW7 act: human FBW7 E3 ligase activation, primary screen; 650,000 tested, 0.13% active; Q969H0; normalized activity (activation), % at 26.1 µM; AlphaScreen FBW7–phospho-cyclin E peptide binding, activator screen; in the data active = normalized activity above about 1.9%;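 also: purified mutant Fbw7 with reduced substrate affinity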
Target sequence (Q969H0 whole entry, looked up): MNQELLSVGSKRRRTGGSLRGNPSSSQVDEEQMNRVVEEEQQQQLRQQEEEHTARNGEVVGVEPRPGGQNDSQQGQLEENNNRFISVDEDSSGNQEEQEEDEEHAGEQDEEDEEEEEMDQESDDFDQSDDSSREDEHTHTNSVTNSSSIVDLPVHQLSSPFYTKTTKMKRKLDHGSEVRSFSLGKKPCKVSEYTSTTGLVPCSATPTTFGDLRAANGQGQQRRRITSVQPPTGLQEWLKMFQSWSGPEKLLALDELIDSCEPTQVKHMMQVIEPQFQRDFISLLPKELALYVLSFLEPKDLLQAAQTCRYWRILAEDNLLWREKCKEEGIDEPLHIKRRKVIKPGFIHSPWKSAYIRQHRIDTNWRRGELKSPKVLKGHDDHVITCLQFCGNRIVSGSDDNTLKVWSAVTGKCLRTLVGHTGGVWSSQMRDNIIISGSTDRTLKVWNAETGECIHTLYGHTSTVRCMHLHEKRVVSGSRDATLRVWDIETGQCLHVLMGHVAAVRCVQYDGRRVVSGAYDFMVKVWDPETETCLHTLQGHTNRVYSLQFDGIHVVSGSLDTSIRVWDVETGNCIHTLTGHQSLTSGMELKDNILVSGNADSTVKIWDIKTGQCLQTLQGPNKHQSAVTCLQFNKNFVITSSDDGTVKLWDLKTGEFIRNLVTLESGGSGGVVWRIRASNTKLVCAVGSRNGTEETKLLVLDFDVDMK
GPR151 ag: activators of human GPR151; Q8TDV0; PathHunter beta-arrestin GPR151 cells, luminescence; activation, % at 11.2 µM; 650,000 tested, 1% active; AID 1508602; in the data active = activation above about 4.9%;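 also: 0% = median of compound wells and 100% = cells with positive control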
Target sequence (Q8TDV0 whole entry, looked up): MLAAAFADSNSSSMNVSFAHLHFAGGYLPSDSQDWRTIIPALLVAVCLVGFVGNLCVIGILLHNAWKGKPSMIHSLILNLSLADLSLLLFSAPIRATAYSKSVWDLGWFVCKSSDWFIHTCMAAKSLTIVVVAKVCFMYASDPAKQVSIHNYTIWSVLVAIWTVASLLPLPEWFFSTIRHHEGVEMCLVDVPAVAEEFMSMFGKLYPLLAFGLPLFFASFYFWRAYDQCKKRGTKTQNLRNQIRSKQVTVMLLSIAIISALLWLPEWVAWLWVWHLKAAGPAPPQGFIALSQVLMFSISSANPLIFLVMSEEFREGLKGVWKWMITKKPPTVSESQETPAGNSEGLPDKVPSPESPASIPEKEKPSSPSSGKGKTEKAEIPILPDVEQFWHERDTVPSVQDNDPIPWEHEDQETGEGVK
The depositor's hits bear a star.

How did O=C(Nc1cccc(C(=O)Nc2cccc3ccccc23)c1)c1cccc(F)c1 do in these assays?
TEAD-YAP block: 3.8; MITF inh: -5.7; FBW7 act: 0.0; GPR151 ag: 0.3

What do the screens show for `C/C(=N\NC(=S)Nc1ccc(F)cc1)c1ccc(O)cc1O`?
TEAD-YAP block: -0.7; MITF inh: -12.4; FBW7 act: -0.2; GPR151 ag: -0.4

What do the screens show for `Cc1ccnc2c([N+](=O)[O-])cccc12`?
TEAD-YAP block: 0.9; MITF inh: 5.8; FBW7 act: -0.1; GPR151 ag: 2.7

What do the screens show for `CCC(CCC(=O)Nc1ccc(C(=O)O)cc1)C(=O)O` (centres undefined)?
TEAD-YAP block: -6.7; MITF inh: -6.1; FBW7 act: -0.1; GPR151 ag: -1.6

How did Cc1cc(Br)ccc1NC(=O)c1sc2ncn(CC(=O)N3CCCCC3C)c(=O)c2c1C (centres undefined) do in these assays?
TEAD-YAP block: 7.8; MITF inh: 16.0; FBW7 act: -0.2; GPR151 ag: -0.4

What do the screens show for `COC(=O)c1ccc(C2C3=C(CC(C)(C)CC3=O)Nc3c2c(=O)n(C)c(=O)n3C)cc1` (centres undefined)?
TEAD-YAP block: -1.9; MITF inh: -4.4; FBW7 act: 0.1; GPR151 ag: 0.7

What do the screens show for `O=c1c2c3c(sc2ncn1-n1cccc1)CCCC3`?
TEAD-YAP block: -10.5; MITF inh: -4.5; FBW7 act: -0.2; GPR151 ag: 1.3

What do the screens show for `CCc1ccc(NC(=O)c2cnc3ccc(C)cn3c2=O)cc1`?
TEAD-YAP block: 8.2; MITF inh: 11.8; FBW7 act: 0.0; GPR151 ag: 0.1

How did CC1(C)CC(=O)C/C(=N\NC(=O)C2CC2c2ccccc2)C1 (centres undefined) do in these assays?
TEAD-YAP block: -4.0; MITF inh: -1.6; FBW7 act: -0.3; GPR151 ag: 2.7

What do the screens show for `Cc1nnc(SCc2ncc(-c3ccccc3)o2)n1Cc1ccccc1`?
TEAD-YAP block: -1.6; MITF inh: -7.0; FBW7 act: 0.0; GPR151 ag: -1.7

How did NC(=O)c1ccc(NC(=O)COC(=O)c2cccc3c2C(=O)c2ccccc2C3=O)cc1 do in these assays?
TEAD-YAP block: 17.2; MITF inh: -7.2; FBW7 act: -0.2; GPR151 ag: -1.1

What do the screens show for `Cc1ccc(CN2CCN(Cc3cc4ccccc4o3)CC2CCO)cc1` (centres undefined)?
TEAD-YAP block: -8.3; MITF inh: 12.0; FBW7 act: 0.0; GPR151 ag: -0.6

What do the screens show for `CC1(C)CC(NC(=O)C(=O)NCc2ccc(Cl)cc2)CC(C)(C)N1`?
TEAD-YAP block: -2.3; MITF inh: -0.4; FBW7 act: 0.2; GPR151 ag: 0.3

How did COC(=O)c1cc(S(=O)(=O)N2CCN(c3ccc(C)cc3C)CC2)cn1C do in these assays?
TEAD-YAP block: -5.7; MITF inh: -9.2; FBW7 act: -0.1; GPR151 ag: -0.3

Results for CC1CCCN(C(=O)c2c(NC(=O)c3ccccc3)sc3c2CCC(C(C)(C)C)C3)C1 (centres undefined) ?
TEAD-YAP block: -17.8; MITF inh: -8.2; FBW7 act: 0.0; GPR151 ag: 3.2

How did O=C1CCCC2=C1C(c1cccc([N+](=O)[O-])c1)Nc1ccc(C(=O)c3ccccc3)cc1N2 (centres undefined) do in these assays?
TEAD-YAP block: 54.2*; MITF inh: 7.8; FBW7 act: -0.1; GPR151 ag: 1.7

How did CCOc1ccc(-n2nc(C(=O)Nc3ccc(F)cc3)c3ccccc3c2=O)cc1 do in these assays?
TEAD-YAP block: -4.0; MITF inh: 18.8; FBW7 act: 0.3; GPR151 ag: -1.1

What do the screens show for `O=C(Nc1ccc(Oc2ccccc2)cc1)C1(c2cccs2)CCOCC1`?
TEAD-YAP block: 5.5; MITF inh: -0.3; FBW7 act: 0.1; GPR151 ag: 0.7

What do the screens show for `COC(=O)c1c(NC(=O)c2ccc(OC(C)C)cc2)sc2c1CCC(c1ccccc1)C2` (centres undefined)?
TEAD-YAP block: -6.9; MITF inh: 18.3; FBW7 act: 1.5; GPR151 ag: -0.2

Results for COc1ccccc1CN1CCN(S(=O)(=O)c2ccccc2)CC1 ?
TEAD-YAP block: -3.5; MITF inh: 63.2*; FBW7 act: 0.1; GPR151 ag: -0.9

In the list so far, these have a nitro group on carbon.
What do the screens show for `Cc1ccnc2c([N+](=O)[O-])cccc12`?
TEAD-YAP block: 0.9; MITF inh: 5.8; FBW7 act: -0.1; GPR151 ag: 2.7

How did O=C1CCCC2=C1C(c1cccc([N+](=O)[O-])c1)Nc1ccc(C(=O)c3ccccc3)cc1N2 (centres undefined) do in these assays?
TEAD-YAP block: 54.2*; MITF inh: 7.8; FBW7 act: -0.1; GPR151 ag: 1.7

Going on with the list:
How did O=C(Nc1nc2c(s1)CCCC2)c1cc(=O)c2ccccc2o1 do in these assays?
TEAD-YAP block: 17.8; MITF inh: 8.7; FBW7 act: -0.1; GPR151 ag: -1.5

What do the screens show for `O=C(O)c1c2c(nc3ccccc13)-c1ccccc1C2`?
TEAD-YAP block: -13.0; MITF inh: -5.9; FBW7 act: 0.1; GPR151 ag: 4.4

How did CCOc1ccc(/C=N/N=C2\NC(=O)CS2)cc1 do in these assays?
TEAD-YAP block: -32.6; MITF inh: 13.8; FBW7 act: 0.1; GPR151 ag: -0.3

How did Cc1cc(NC(=O)CC(C)C)nc2c1c(=O)oc1ccccc12 do in these assays?
TEAD-YAP block: 8.4; MITF inh: 14.9; FBW7 act: 0.7; GPR151 ag: -0.6

Results for Cc1ccc(C2=NC(c3ccc(Cl)cc3)NC(c3cc(Cl)ccc3O)C2)cc1 (centres undefined) ?
TEAD-YAP block: 8.6; MITF inh: 8.2; FBW7 act: 0.0; GPR151 ag: 1.8

What do the screens show for `C[C@H](Cn1nnc2ccccc21)NC(=O)c1ccc2c(c1)n(C)c(=O)n2C`?
TEAD-YAP block: 6.0; MITF inh: 8.4; FBW7 act: 0.1; GPR151 ag: -0.1

How did Cc1ccc(Nc2nc(-c3ccccn3)cs2)cc1 do in these assays?
TEAD-YAP block: 55.4*; MITF inh: -5.1; FBW7 act: -1.4; GPR151 ag: -4.1

Results for Cc1ccc(-c2cc(C(=O)N3CCCc4ccccc43)c3ccccc3n2)cc1C ?
TEAD-YAP block: 2.7; MITF inh: 6.0; FBW7 act: 0.2; GPR151 ag: -0.4

What do the screens show for `CC(=O)NN1C(=O)c2ccccc2NC1c1ccccc1O` (centres undefined)?
TEAD-YAP block: 5.1; MITF inh: 6.3; FBW7 act: 0.0; GPR151 ag: 1.6

Results for COc1ccc(Oc2coc3cc(OC(=O)c4ccc([N+](=O)[O-])cc4)ccc3c2=O)cc1 ?
TEAD-YAP block: -8.0; MITF inh: -4.9; FBW7 act: 0.1; GPR151 ag: 0.8

Structures shown so far that have an aryl methoxy group, in the order listed:
Results for COc1ccccc1CN1CCN(S(=O)(=O)c2ccccc2)CC1 ?
TEAD-YAP block: -3.5; MITF inh: 63.2*; FBW7 act: 0.1; GPR151 ag: -0.9

Results for COc1ccc(Oc2coc3cc(OC(=O)c4ccc([N+](=O)[O-])cc4)ccc3c2=O)cc1 ?
TEAD-YAP block: -8.0; MITF inh: -4.9; FBW7 act: 0.1; GPR151 ag: 0.8

New compounds follow
What do the screens show for `Cc1ccc(CNc2nc3c(c(=O)[nH]c(=O)n3C)n2Cc2cccc(C)c2)cc1`?
TEAD-YAP block: -10.4; MITF inh: 22.7; FBW7 act: 0.8; GPR151 ag: -0.5

How did COc1cc(C(=O)Oc2ccc3c(=O)c(Oc4cc(C)cc(C)c4)coc3c2)cc(OC)c1OC do in these assays?
TEAD-YAP block: 1.9; MITF inh: 3.3; FBW7 act: -0.1; GPR151 ag: 1.0

How did COc1ccc(NC(=O)c2sc3nc(-c4ccccc4)cc(C(F)(F)F)c3c2N)cc1 do in these assays?
TEAD-YAP block: 6.5; MITF inh: -7.1; FBW7 act: 0.1; GPR151 ag: -1.4

What do the screens show for `COc1ccccc1NC(=O)Cn1cnc2sc(C(=O)NCC3CCCO3)c(C)c2c1=O` (centres undefined)?
TEAD-YAP block: 0.3; MITF inh: 3.5; FBW7 act: -0.2; GPR151 ag: 2.1

Results for CCc1ccccc1NC(=O)c1cccc(OC)c1OC ?
TEAD-YAP block: -32.0; MITF inh: -6.6; FBW7 act: 0.1; GPR151 ag: -0.2

Results for CC(Sc1nc2ccccc2c(=O)n1CCO)C(=O)Nc1ccccc1C#N (centres undefined) ?
TEAD-YAP block: -10.0; MITF inh: -7.5; FBW7 act: 0.6; GPR151 ag: -2.0

How did Cc1cccc(N=Cc2nc(-c3ccc(Cl)cc3)oc2O)c1 do in these assays?
TEAD-YAP block: 10.2; MITF inh: 6.8; FBW7 act: 0.1; GPR151 ag: 0.6

How did CCn1c(=O)n(CC)c2cc(S(=O)(=O)N3CCCCC3)c(C)cc21 do in these assays?
TEAD-YAP block: 2.5; MITF inh: 8.5; FBW7 act: -0.1; GPR151 ag: -0.3

Results for O=C(Nc1ccc(Br)cc1)c1cc(S(=O)(=O)N2CCCCC2)cs1 ?
TEAD-YAP block: -6.4; MITF inh: -5.4; FBW7 act: 0.2; GPR151 ag: -0.6

Results for Cc1cc(C(=O)NC2CC2)c2ccccc2n1 ?
TEAD-YAP block: 2.3; MITF inh: -1.8; FBW7 act: 0.0; GPR151 ag: 0.5

Continued, overlapping the part above by three compounds.
How did CCn1c(=O)n(CC)c2cc(S(=O)(=O)N3CCCCC3)c(C)cc21 do in these assays?
TEAD-YAP block: 2.5; MITF inh: 8.5; FBW7 act: -0.1; GPR151 ag: -0.3

Results for O=C(Nc1ccc(Br)cc1)c1cc(S(=O)(=O)N2CCCCC2)cs1 ?
TEAD-YAP block: -6.4; MITF inh: -5.4; FBW7 act: 0.2; GPR151 ag: -0.6

Results for Cc1cc(C(=O)NC2CC2)c2ccccc2n1 ?
TEAD-YAP block: 2.3; MITF inh: -1.8; FBW7 act: 0.0; GPR151 ag: 0.5

How did Nc1n[nH]c2c(Br)cc(NC(=O)C(O)c3ccc(Br)cc3)cc12 (centres undefined) do in these assays?
TEAD-YAP block: 8.3; MITF inh: -3.6; FBW7 act: 0.0; GPR151 ag: 1.0

Results for Cc1ccc(NC(=O)CSc2nc3nc(C)c(Cc4ccc(F)cc4Cl)c(C)n3n2)cc1Cl ?
TEAD-YAP block: 11.1; MITF inh: -2.0; FBW7 act: -0.1; GPR151 ag: 0.0

Results for Cc1cc(C)n2nc(SCC(=O)Nc3cccc(Cl)c3)nc2n1 ?
TEAD-YAP block: 19.3; MITF inh: 3.3; FBW7 act: -0.1; GPR151 ag: 0.2

How did Cc1ccccc1-n1nc2c(c1NC(=O)c1cccc([N+](=O)[O-])c1C)CS(=O)(=O)C2 do in these assays?
TEAD-YAP block: 8.6; MITF inh: 14.8; FBW7 act: 0.2; GPR151 ag: -0.5

How did CC1=C(C(=O)OCCOc2ccccc2)C(c2ccccc2C(F)(F)F)C2=C(CCCC2=O)N1 (centres undefined) do in these assays?
TEAD-YAP block: -3.1; MITF inh: 3.4; FBW7 act: 0.1; GPR151 ag: -1.0

How did NC(=O)c1ccccc1NS(=O)(=O)Cc1ccc(Cl)cc1 do in these assays?
TEAD-YAP block: 0.6; MITF inh: -7.6; FBW7 act: -0.1; GPR151 ag: 1.1

Results for COc1ccc(-c2cc(NCCN(C(C)C)C(C)C)nc(N)n2)cc1 ?
TEAD-YAP block: -3.2; MITF inh: -21.3; FBW7 act: 0.0; GPR151 ag: 1.3

What do the screens show for `CCc1c(C)nc2ncnn2c1Nc1ccc(C(C)=O)cc1`?
TEAD-YAP block: -38.6; MITF inh: 8.2; FBW7 act: -0.2; GPR151 ag: -0.1

What do the screens show for `COc1ccc(C(F)(F)F)cc1NC(=O)CC1(CC(=O)O)CCCCC1`?
TEAD-YAP block: 7.8; MITF inh: 0.2; FBW7 act: -0.1; GPR151 ag: -0.7

What do the screens show for `C/C(CC(=O)Nc1cc(Cl)ccc1C)=N\NC(=O)Cc1ccc([N+](=O)[O-])cc1[N+](=O)[O-]`?
TEAD-YAP block: 1.5; MITF inh: -2.0; FBW7 act: 0.1; GPR151 ag: 1.5

How did Nc1c(C(=O)NCc2ccccc2)nnn1Cc1ccc(F)cc1Cl do in these assays?
TEAD-YAP block: -28.3; MITF inh: -13.5; FBW7 act: 0.0; GPR151 ag: 1.8

How did Cc1noc(C)c1S(=O)(=O)NC(c1ccccc1)c1ccccc1 do in these assays?
TEAD-YAP block: -1.7; MITF inh: 15.2; FBW7 act: 0.0; GPR151 ag: -0.9

How did CNS(=O)(=O)c1ccc(N=Cc2c(O)n(-c3cccc(Cl)c3)c(=O)[nH]c2=O)cc1 do in these assays?
TEAD-YAP block: 1.9; MITF inh: 16.7; FBW7 act: 0.1; GPR151 ag: 0.5

How did O=C(O)c1cc(-c2ccc([N+](=O)[O-])o2)c(Cl)cc1Cl do in these assays?
TEAD-YAP block: 5.6; MITF inh: 5.1; FBW7 act: 0.0; GPR151 ag: -0.2

How did CC(=O)CSc1nc2scc(-c3ccccc3)c2c(=O)n1-c1ccccc1 do in these assays?
TEAD-YAP block: -1.7; MITF inh: 7.0; FBW7 act: -0.1; GPR151 ag: -0.9

What do the screens show for `CCc1nn(CC(=O)NCCCN2CCCC2=O)c(=O)c2cc3sc(C)cc3n12`?
TEAD-YAP block: -6.1; MITF inh: 20.1; FBW7 act: 0.0; GPR151 ag: -0.9

What do the screens show for `O=c1oc2ccccc2cc1-c1nnc(Nc2c(F)cccc2F)s1`?
TEAD-YAP block: -27.1; MITF inh: 3.0; FBW7 act: 0.4; GPR151 ag: -1.4

What do the screens show for `O=S(=O)(O)c1nnc2n(Cc3ccccc3)c3ccccc3n12`?
TEAD-YAP block: 8.1; MITF inh: 18.4; FBW7 act: -0.1; GPR151 ag: -1.7

Compound activity as filed in PubChem BioAssay.
